From PubChem
pCIP destab – compounds decreasing mouse p/CIP protein stability; AID 1984; hit rate 0.01% among 290,000; F442A p/CIP-EGFP cells, EGFP fluorescence, 16 h; Q05BA5; decrease of EGFP signal, % at 10 µM;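 active = EGFP signal decrease of at least 30% at 10 µM or well 3 SD below plate mean, unless failing retest; inactive = the rest, including hits failing retest or dose response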; also: some compounds called inactive have numbers as strong as hits; many of its hits are not listed in these tables
GalR3 antag – human GalR3 antagonism | O60755 | HEK293 GalR3-CNG cAMP membrane potential fluorescence; galR3 body fused to GalR1 C-terminus | inhibition, % at 3 µM | hit rate 0.44% among 360,000 | AID 651719;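 active = inhibition above the screen-wide average plus 3 SD, cut at about 13% in these data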;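 also: forskolin and galanin both at EC90 stimulate the cells; cAMP rise reported by CNG channel membrane potential dye signal; 0% = forskolin plus galanin with DMSO and 100% = forskolin alone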
Target sequence (O60755 1-299 limits assumed): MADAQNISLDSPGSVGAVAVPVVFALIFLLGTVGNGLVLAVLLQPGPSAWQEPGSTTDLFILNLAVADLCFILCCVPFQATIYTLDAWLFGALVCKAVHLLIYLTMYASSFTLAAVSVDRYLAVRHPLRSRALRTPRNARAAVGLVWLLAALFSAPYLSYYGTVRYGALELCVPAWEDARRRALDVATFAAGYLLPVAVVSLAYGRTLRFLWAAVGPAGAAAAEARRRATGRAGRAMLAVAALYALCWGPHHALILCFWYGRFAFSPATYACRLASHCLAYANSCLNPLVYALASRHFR
IDE inh – inhibits human insulin-degrading enzyme in HEK cells | FAbetaB cleavage, fluorescence polarization | inhibition, % at 5.59 µM | hit rate 0.41% among 320,000;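 active = percent inhibition above the average of all tested compounds plus 3 SD, set per screening campaign, cut at about 16% in these data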;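 also: IDE supplied by intact live HEK cells; FP after avidin binding of uncleaved biotin substrate so inhibition keeps polarization high; 0% = DMSO wells and 100% = 60 µM reference IDE inhibitor Ii1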
CRFR2-BP antag – antagonists of CRF-binding protein/CRF-R2 receptor complex. HEK293 CRF-R2/CRF-BP, CRF-induced calcium fluorescence. inhibition, % at 11.8 µM. hit rate 0.59% among 350,000;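 active = inhibition of the ligand-induced calcium signal above about 50% at the single tested concentration, limit read from the data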
CRFR2-BP ag – CRF-BP/CRF-R2 complex agonism. HEK293 CRF-R2/CRF-BP, calcium dye fluorescence (FLIPR); percent of saturating CRF peptide response. activation, % at 13.2 µM. hit rate 0.46% among 350,000. AID 588473;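 active = activation of at least 50%, plus an integration ratio under a set limit after plate pattern correction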;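 also: plate controls were neutral control wells without compound for no effect and CRF at EC100 for full effect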
CHRM4 PAM – potentiates acetylcholine response at human M4 receptor | hit rate 0.4% among 360,000 | AID 624126 | activation, % at 3 µM | CHO-K1 hM4/Gqi5, Fluo-8 calcium fluorescence, ACh EC20; 0% = ACh EC20, 100% = maximal ACh | P08173;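 active = activation above its plate's cutoff, the mean activation of sample wells plus 3 SD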; also: some results filed as inactive read as strong as hits
Target sequence (P08173 whole entry, looked up): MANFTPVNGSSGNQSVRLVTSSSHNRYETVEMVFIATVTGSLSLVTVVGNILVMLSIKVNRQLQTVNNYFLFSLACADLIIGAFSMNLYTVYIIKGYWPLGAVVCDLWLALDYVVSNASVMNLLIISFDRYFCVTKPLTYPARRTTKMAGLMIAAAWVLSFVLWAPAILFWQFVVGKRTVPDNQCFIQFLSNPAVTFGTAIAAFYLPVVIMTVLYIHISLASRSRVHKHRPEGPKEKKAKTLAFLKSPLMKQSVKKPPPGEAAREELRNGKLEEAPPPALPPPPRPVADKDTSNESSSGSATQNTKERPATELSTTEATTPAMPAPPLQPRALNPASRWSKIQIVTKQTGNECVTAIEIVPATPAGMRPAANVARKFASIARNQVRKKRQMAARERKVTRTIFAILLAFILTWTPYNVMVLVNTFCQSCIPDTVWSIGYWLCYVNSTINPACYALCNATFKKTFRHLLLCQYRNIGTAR
IDE act – IDE (human) activation, cell-based | HEK cells, FAbeta-B cleavage, fluorescence polarization; 0% vehicle, 100% cell-free pure enzyme wells | activation, % at 5.96 µM | hit rate 0.073% among 340,000 | AID 493087;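 active = activation above the mean of all tested compounds plus 3 SD, set per screening campaign, cut at about 17% in these data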
MEKK3 PB1 HTS – raises or lowers MEK5 binding to the human MEKK3 PB1 domain; Q99759; bead-based flow cytometry, Alexa488-MEK5 binding to MEKK3; actives lie on both sides; 0 = blocked by unlabeled MEK5, 100 = vehicle; binding response (% of control), % at 10 µM; hit rate 1.4% among 290,000; AID 1529;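 active = binding response more than 3 SD above or below the average of its plate-row segment, actives on both sides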;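 also: Alexa488 bead fluorescence after subtracting the streptavidin-only scavenger bead signal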
PHOSPHO1 block – inhibitors of human PHOSPHO1 phosphatase | inhibition, % at 13.3 µM | AID 1565 | hit rate 1.1% among 290,000 | recombinant PHOSPHO1, absorbance phosphatase assay | Q8TCT1; in the data active = inhibition above about 60%
Target sequence (Q8TCT1 whole entry, looked up): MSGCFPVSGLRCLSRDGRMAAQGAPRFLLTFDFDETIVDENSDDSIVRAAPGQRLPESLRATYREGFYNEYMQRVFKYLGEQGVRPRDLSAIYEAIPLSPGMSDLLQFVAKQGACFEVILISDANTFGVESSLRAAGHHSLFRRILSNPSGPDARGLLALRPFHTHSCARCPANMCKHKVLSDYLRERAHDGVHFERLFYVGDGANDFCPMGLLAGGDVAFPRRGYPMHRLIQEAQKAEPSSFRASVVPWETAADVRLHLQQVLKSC
The depositor's hits bear a star; · = not tested or not shown; [ ] = remark or other dose.

pCIP destab,GalR3 antag,IDE inh,CRFR2-BP antag,CRFR2-BP ag,CHRM4 PAM,IDE act,MEKK3 PB1 HTS,PHOSPHO1 block,Compound
·,1,·,23,-2.0,-1,·,·,·,O=C1CCCCC1C(O)(C(=O)c1ccccc1)c1ccccc1 (stereo unspecified)
4,-4,-6,-26,-1.0,0,0,106,0,Cc1cccc(C)c1NC(=S)NN1CCN(C)CC1
12,-10,-7,-37,10,1,0,98,8,O=C(c1ccc2c(c1)OCO2)N(Cc1cccs1)C1(C(=O)NC2CCCCC2)CCCCC1
-10,1,-4,0,-0.5,-3,-3,103,4,Cc1ccccc1N1CCN(C2CCCN(C(=O)c3noc4c3CCCC4)C2)CC1 (stereo unspecified)
4,2,0,15,-0.1,0,-1,97,-4,CN(Cc1ccccc1)c1nnc(N)s1
·,4,4,3,0.0,-1,-1,·,·,COc1ccc(N2CCN(C(=O)COC(=O)c3ccc(C)o3)CC2)cc1
5,-7,2,1,0.1,7,3,98,24,CC(C)[C@H](NC(=O)[C@H](Cc1ccccc1)n1c(=O)[nH]c2ccccc2c1=O)C(=O)N1CCC[C@@H]1C(=O)O
-1,-4,-4,-4,-0.4,-3,2,87,-12,CC(C)[C@H](NS(=O)(=O)c1cccc(C(F)(F)F)c1)C(=O)OCC(N)=O
5,-6,0,10,0.2,-5,4,95,18,c1ccc(Cc2nnc3sc(-c4cccs4)nn23)cc1
-3,0,0,-47,2.0,7,7,114,-5,CN(C)S(=O)(=O)c1ccc(C(=O)NCCSc2ccc(Br)cc2)cc1
3,-1,0,12,-1.8,-5,2,105,24,CCN1CCN(c2c(C(=O)c3ccc(OC)cc3)cnc3ccccc23)CC1
3,6,4,-7,-5.0,-2,5,0.0*[inhibitor],2,O=C(c1ccccc1)c1nnc(-c2ccccc2F)o1

New compounds follow.
pCIP destab,GalR3 antag,IDE inh,CRFR2-BP antag,CRFR2-BP ag,CHRM4 PAM,IDE act,MEKK3 PB1 HTS,PHOSPHO1 block,Compound
-18,-3,0,10,-1.5,4,2,98,58,O=C(Cn1c(C(F)(F)F)nc2ccccc21)N/N=C/c1ccco1
-6,-6,-5,14,-4.1,2,2,91,30,CSC1=NC(C)N2C(SC)=NC(C)N12 (stereo unspecified)
-4,-3,-4,-6,-0.8,2,3,100,19,CC(C)C[C@@H](C(=O)NCC1CCCO1)N1C(=O)N2CCc3c([nH]c4ccccc34)[C@@]2(C)C1=O (stereo partly specified)
-12,0,-1,99*,0.5,-2,4,101,32,COc1ccccc1CNC(=O)CCc1nnc2ccc(NCCCN3CCCC3=O)nn12
8,-8,2,13,-0.7,-15,4,105,4,CC(C(=O)NC(C)(C)C)N(Cc1cccs1)C(=O)CCN1CCc2ccccc21 (stereo unspecified)
6,-12,-3,-12,0.2,-3,0,108,33,OC1CCCN(CC(O)COC(c2ccc(F)cc2)c2ccc(F)cc2)C1 (stereo unspecified)
-9,-1,-1,2,0.5,0,2,101,-7,CC(C)[C@H](NC(=O)N1c2ccccc2NC(=O)[C@@H]1C(C)C)C(=O)N[C@H](C(=O)O)c1ccccc1
-7,-6,-5,8,-0.5,1,-1,102,-29,COc1cc(C(=S)N2CCOCC2)ccc1OC(=O)c1cc(OC)c(OC)c(OC)c1
·,4,·,35,-2.3,1,6,·,·,C[C@@H]1CN([C@H](C)CO)C(=O)Cc2cc(NC(=O)CCC(F)(F)F)ccc2O[C@@H]1CN(C)S(=O)(=O)c1ccccc1
·,-2,5,4,-1.8,7,-5,·,·,COc1ccc(C(=O)N(Cc2ccccc2)c2ccc(C)cc2)cc1S(=O)(=O)N1CCOCC1
-2,5,5,-10,1.9,0,5,101,-6,Cc1noc(NS(=O)(=O)c2ccc(NC(=O)CSc3nnc4c(n3)[nH]c3ccccc34)cc2)c1C
-11,-8,0,-2,1.6,-4,-2,108,37,COc1ccc(-c2cc(C(=O)N3CCCCCC3)no2)cc1

New compounds follow.
pCIP destab,GalR3 antag,IDE inh,CRFR2-BP antag,CRFR2-BP ag,CHRM4 PAM,IDE act,MEKK3 PB1 HTS,PHOSPHO1 block,Compound
2,3,-1,-8,-3.7,-11,5,92,-2,Cc1cccc(CCNC(=O)CCNC(=O)Cn2ccc3ccccc3c2=O)c1
-7,-3,-3,-9,-0.3,15,6,97,-4,CC1Sc2ccc(C(=O)O)cc2NC1=O (stereo unspecified)
-2,-6,-1,3,0.9,0,-1,101,3,O=C(Nc1ccc2c(c1)OCO2)C(c1ccc(Cl)cc1)N1CCN(C(=O)c2ccco2)CC1 (stereo unspecified)
0,-6,4,-9,-2.0,12,-4,101,-42,O=C(O)c1cccc(COCC(F)(F)C(F)F)c1
1,-4,5,7,0.0,-1,2,100,-154,COc1ccc(Br)cc1/C=N/n1c(-c2ccccc2)n[nH]c1=S
·,2,4,3,0.4,-1,1,·,·,O=C(O)c1cccc(COc2cccc3ccccc23)c1
-9,-4,-7,11,-1.0,·,·,101,26,CCOC(=O)N1CCN(C(=O)c2ccc3c(=O)n4c(nc3c2)CCCCC4)CC1
·,-6,·,8,-2.9,1,5,·,·,CC(C)OCCCNc1nc(Cl)nc2c1cnn2C
2,-7,-2,-6,-3.3,9,4,95,4,Nc1nnc(SCC(=O)OCc2ccc(F)cc2)s1
10,0,-4,-18,-0.5,3,3,102,31,CCCCNC(=O)c1ccc(NC(=O)C2CCCO2)cc1 (stereo unspecified)
0,-2,4,-24,0.7,-5,-2,94,-12,c1ccc2c(Nc3nc(N4CCOCC4)c4ccccc4n3)cccc2c1
-7,5,-4,2,0.5,-1,6,101,34,Cc1ccc(N2CC(C(=O)NCCS(=O)(=O)N3CCN(c4ccc(F)cc4)CC3)CC2=O)cc1 (stereo unspecified)

14 consecutive records already listed, quoted:
pCIP destab,GalR3 antag,IDE inh,CRFR2-BP antag,CRFR2-BP ag,CHRM4 PAM,IDE act,MEKK3 PB1 HTS,PHOSPHO1 block,Compound
-2,5,5,-10,1.9,0,5,101,-6,Cc1noc(NS(=O)(=O)c2ccc(NC(=O)CSc3nnc4c(n3)[nH]c3ccccc34)cc2)c1C
-11,-8,0,-2,1.6,-4,-2,108,37,COc1ccc(-c2cc(C(=O)N3CCCCCC3)no2)cc1
2,3,-1,-8,-3.7,-11,5,92,-2,Cc1cccc(CCNC(=O)CCNC(=O)Cn2ccc3ccccc3c2=O)c1
-7,-3,-3,-9,-0.3,15,6,97,-4,CC1Sc2ccc(C(=O)O)cc2NC1=O (stereo unspecified)
-2,-6,-1,3,0.9,0,-1,101,3,O=C(Nc1ccc2c(c1)OCO2)C(c1ccc(Cl)cc1)N1CCN(C(=O)c2ccco2)CC1 (stereo unspecified)
0,-6,4,-9,-2.0,12,-4,101,-42,O=C(O)c1cccc(COCC(F)(F)C(F)F)c1
1,-4,5,7,0.0,-1,2,100,-154,COc1ccc(Br)cc1/C=N/n1c(-c2ccccc2)n[nH]c1=S
·,2,4,3,0.4,-1,1,·,·,O=C(O)c1cccc(COc2cccc3ccccc23)c1
-9,-4,-7,11,-1.0,·,·,101,26,CCOC(=O)N1CCN(C(=O)c2ccc3c(=O)n4c(nc3c2)CCCCC4)CC1
·,-6,·,8,-2.9,1,5,·,·,CC(C)OCCCNc1nc(Cl)nc2c1cnn2C
2,-7,-2,-6,-3.3,9,4,95,4,Nc1nnc(SCC(=O)OCc2ccc(F)cc2)s1
10,0,-4,-18,-0.5,3,3,102,31,CCCCNC(=O)c1ccc(NC(=O)C2CCCO2)cc1 (stereo unspecified)
0,-2,4,-24,0.7,-5,-2,94,-12,c1ccc2c(Nc3nc(N4CCOCC4)c4ccccc4n3)cccc2c1
-7,5,-4,2,0.5,-1,6,101,34,Cc1ccc(N2CC(C(=O)NCCS(=O)(=O)N3CCN(c4ccc(F)cc4)CC3)CC2=O)cc1 (stereo unspecified)

(cont.)
pCIP destab,GalR3 antag,IDE inh,CRFR2-BP antag,CRFR2-BP ag,CHRM4 PAM,IDE act,MEKK3 PB1 HTS,PHOSPHO1 block,Compound
-7,-4,6,-7,2.8,14,4,89,-1,COc1ccc(N/C=C/C(=O)c2ccc(Oc3ncccn3)cc2)cc1
-17,-1,-3,4,-1.2,-28,-4,107,-118,CCC1=[N+](CC(=O)c2ccc(Br)cc2)CCn2c(C)ccc21
4,2,6,0,-1.6,8,2,90,-43,CCc1cccc2c(C(=O)CSc3nncn3C)c[nH]c12
-2,-2,0,0,0.2,-3,-1,96,16,O=C(O)COc1ccccc1C1C2C(=O)N(c3ccccc3)C(=O)C2ON1c1ccccc1 (stereo unspecified)
9,-2,9,-3,0.5,-1,7,99,-9,CCOC(=O)c1cnc(-n2nc(C)cc2C)nc1N(C)C
-4,-6,3,-3,0.2,10,-1,105,-75,O=C(CC(c1ccccc1)c1ccccc1)NCCO
-12,-10,3,-11,-1.1,-10,1,109,2,COC(=O)c1cn(S(=O)(=O)c2ccccc2)c2ccccc12
3,-1,7,-12,3.0,12,5,106,7,CC1CCCN(CCC(=O)c2ccc(Br)cc2)C1 (stereo unspecified)
·,-3,·,-4,-1.6,3,·,·,·,CNC(=O)c1ccc(CN(C)C(=O)c2cccc(S(=O)(=O)N3CCc4ccccc4C3)c2)cc1
-2,-3,·,77*,-6.5,3,-4,92,24,Clc1ccc(-c2csc(N3CCOCC3)n2)cc1
1,-4,1,-32,-0.7,5,-5,87,18,CC(C)(C)C(=O)CN1CCN(C2c3ccccc3-c3ccccc32)CC1
-14,-1,-5,-18,5.7,-5,10,105,-2,CC(C)(C)C(=O)N1NC(=Nc2ccccc2)SC1(C)C

More records.
pCIP destab,GalR3 antag,IDE inh,CRFR2-BP antag,CRFR2-BP ag,CHRM4 PAM,IDE act,MEKK3 PB1 HTS,PHOSPHO1 block,Compound
8,-2,-7,6,15,3,9,104,0,O=C(NN=C1CCN(Cc2ccccc2)CC1)c1cc2ccccc2cc1O
-18,-6,-2,2,1.3,-17,0,102,45,O=c1[nH]c(C2CCN(S(=O)(=O)c3cccc(C(F)(F)F)c3)CC2)nc2c1nnn2Cc1cccc(F)c1
-6,-2,2,7,2.0,3,4,98,-5,CCOC(=O)c1oc2ccccc2c1CSc1nnnn1-c1ccccc1
·,0,·,-1,-1.8,5,-8,·,·,COc1ccc(C(=O)Cc2ccccc2C(=O)O)cc1
-12,-12,6,26,7.4,4,2,93,28,CCCc1cc(=O)oc2cc(O[C@@H]3O[C@H](CO)[C@@H](O)[C@H](O)[C@H]3O)ccc12
-1,-8,·,43,1.6,0,8,97,37,CN(C)S(=O)(=O)c1ccc2c(c1)nc(CCC(=O)O)n2C
-7,13*,1,2,1.4,-4,-2,104,6,CN(C)S(=O)(=O)c1ccc(Cl)c(C(=O)NCCNC(=O)c2cc(S(=O)(=O)N(C)C)ccc2Cl)c1
-4,-3,3,9,0.4,-11,0,107,15,CC(=O)OCCCN1c2ccccc2Nc2nnc(-c3ccccc3)cc21
6,-5,4,7,0.7,-2,-1,98,29,Cc1ccc(NC(=O)CN2CCN(C(=O)C3CCCO3)CC2)c(C)c1 (stereo unspecified)
-6,-5,1,0,-1.8,-2,0,99,-4,COc1ccc(CNC(=O)CSc2nnc(-c3cccnc3)n2N)cc1
-3,3,-4,1,-1.0,6,0,95,-1,CCC(COC(C)=O)Nc1nc2c([nH]1)c(=O)n(C)c(=O)n2C (stereo unspecified)
-22,-11,6,6,0.8,-8,1,107,·,CCN(CC1CCCN(CCc2cccc(OC)c2)C1)C(=O)C=C(C)C (stereo unspecified)
-7,-6,3,20,-3.7,-14,7,103,33,Cc1ccccc1-c1noc(-c2ccccc2C(=O)NCC2CCCO2)n1 (stereo unspecified)
